Tb PFK block: qHTS Assay to Find Inhibitors of T. brucei phosphofructokinase; ATP-dependent 6-phosphofructokinase (Trypanosoma brucei brucei), O15648; T. brucei PFK, ADP-Glo luminescence; Potency, µM (series often up to 57.5 µM), for inactives: top-dose activity, negative = inhibition, most hits filed as inhibitors; actives 0.17% (n = 330,000); AID 485367, 2010;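 note: potency is the fitted concentration of half-maximal effect; 0% = uninhibited 1x PFK enzyme wells and -100% = no-enzyme wells; nearly all actives have a fitted effect of over 60% in size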
Target sequence (O15648 whole entry, looked up): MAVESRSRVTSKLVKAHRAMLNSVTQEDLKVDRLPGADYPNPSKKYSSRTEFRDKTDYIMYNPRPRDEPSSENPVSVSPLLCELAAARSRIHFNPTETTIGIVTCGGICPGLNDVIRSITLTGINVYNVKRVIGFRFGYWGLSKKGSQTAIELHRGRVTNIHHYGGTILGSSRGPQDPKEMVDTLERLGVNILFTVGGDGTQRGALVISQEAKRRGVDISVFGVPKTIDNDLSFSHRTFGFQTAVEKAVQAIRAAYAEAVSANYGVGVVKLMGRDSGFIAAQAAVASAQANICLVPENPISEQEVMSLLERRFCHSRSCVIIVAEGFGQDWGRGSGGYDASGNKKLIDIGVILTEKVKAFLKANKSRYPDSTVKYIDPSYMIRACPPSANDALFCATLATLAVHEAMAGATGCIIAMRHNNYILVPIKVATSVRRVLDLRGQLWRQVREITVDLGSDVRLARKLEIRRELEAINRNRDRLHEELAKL
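Compounds were pin-transferred as a titration series up to 57 uM into substrate buffer (0.5 mM F6P, 0.1 mM ATP, pH 8.0), then 1.25 nM PFK was added and reactions ran 45 min before ADP-Glo detection.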
TSG101-PTAP inh: qHTS Assay for Iinhibitors of HIV-1 Budding by Blocking the Interaction of PTAP/TSG101. Tumor susceptibility gene 101 protein (Homo sapiens), Q99816. AID 493005, 2010. 340,000 tested, under 10 active. Potency, µM (series often up to 115 µM), inactives show at the highest dose activity change, negative = inhibition, hits mostly inhibitors. Fluorescence polarization, FITC-PTAP peptide / Tsg101 binding; active = well fitted inhibition curve with a large enough effect in the main read-out, with a control signal flat, not every such curve was filed as active; inconclusive = small, poorly fitted or top-dose-only effect, or effect the other way, or a change in a side signal; inactive = no such curve, though single readings can be large or run the other way; note: potency is the fitted concentration of half-maximal effect; % of control where 0% means no effect
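Fluorescence polarization binding of Tsg101 binding domain (10 uM final) to FITC-labeled PTAP peptide (50 nM final) in HEPES pH 7.5 buffer with NaCl, Tween 20, EDTA, TCEP. Compounds added before peptide; binding 20 min at RT.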
B2AR arrestin: qHTS assay of beta-arrestin-biased ligands of beta2-adrenergic receptor. Beta-2 adrenergic receptor (Homo sapiens), P07550. beta-arrestin recruitment to beta2AR, cell-based reporter. Potency, µM (highest dose often 46.1 µM), inactives show at the top dose activation, actives largely listed as activators. actives 0.02% (n = 330,000);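 note: potency is the fitted concentration of half-maximal effect; 0% = DMSO controls and full agonism = EC100 isoproterenol or metaproterenol; nearly all actives have a fitted effect of over 65% in size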
Coupling enz: qHTS Assay for Inhibitors of Fructose-1,6-bisphosphate Aldolase from Giardia Lamblia: Coupling assay counterscreen | activity change, negative = inhibition, % at 58.2 µM, hits read low | AID 2472, 2010 | coupling enzyme system counterscreen, AmpLite Red fluorescence | actives 0.67% (n = 290,000); in the data active = activity change below about -30%; note: % is set by controls: 0 for no effect and ±100 for the full control effect
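Coupling enzymes only (glyceraldehyde-3-phosphate) + compound, at 57.5 uM final, 10 min RT; add substrate/coupling/AmpLite Red mix, 20 min RT; fluorescence ex 525/em 598 nm. Actives flag coupling-system interference.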
GALK inhibitor: qHTS Assay for Inhibitors of Human Galactokinase (GALK) | P51570 | Purified GALK, Kinase-Glo residual ATP luminescence | Potency, µM (doses to about 57.5 µM), inactives show at the top dose activity change, negative = inhibition, actives largely listed as inhibitors | actives 0.007% (n = 270,000) | AID 1868, 2009; note: potency is the fitted concentration of half-maximal effect; % is set by controls: 0 for no effect and ±100 for the full control effect
Target sequence (P51570 whole entry, looked up): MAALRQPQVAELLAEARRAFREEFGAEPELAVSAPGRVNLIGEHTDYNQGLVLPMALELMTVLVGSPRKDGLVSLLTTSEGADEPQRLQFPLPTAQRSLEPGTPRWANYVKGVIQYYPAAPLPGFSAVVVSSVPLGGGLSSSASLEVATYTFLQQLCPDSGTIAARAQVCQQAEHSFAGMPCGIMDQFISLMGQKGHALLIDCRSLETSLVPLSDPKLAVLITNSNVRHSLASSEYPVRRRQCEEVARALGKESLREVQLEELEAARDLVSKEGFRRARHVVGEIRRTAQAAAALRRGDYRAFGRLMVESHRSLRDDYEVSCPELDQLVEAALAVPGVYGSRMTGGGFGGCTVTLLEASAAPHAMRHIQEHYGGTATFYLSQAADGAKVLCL
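The enzyme phosphorylates galactose (100 uM) using ATP (35 uM); inhibition is detected as higher residual ATP, quantified by bioluminescence after 1 h reaction at room temperature, pH 8.0.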
S-ASM inh: Inhibitors of Secretory Acid Sphingomyelinase (S-ASM): qHTS. Potency, µM (titrated, usually from 57.5 µM), for inactives: top-dose activity change, negative = inhibition, usual class: inhibitors. Sphingomyelin phosphodiesterase (Homo sapiens), P17405. actives 0.006% (n = 340,000). placental ASM, HMU-PC fluorogenic substrate, 60 min; note: potency is the fitted concentration of half-maximal effect
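qHTS format. ASM enzyme prepared from human placenta hydrolyses the fluorogenic substrate HMU-PC0 (9 uM final) over 60 min at 37 °C after a 10 min compound preincubation.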
Giardia killer: Small Molecules that selectively kill Giardia lamblia: qHTS | actives 0.15% (n = 340,000) | activity change, % at 7.66 µM, hits read low | AID 540267, 2011 | Giardia lamblia trophozoite viability; in the data active = activity change below about -80%; inconclusive = between about -30% and that limit;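 note: parasites exposed to compound for two days anaerobically before the ATP read; % is set by controls: 0 for no effect and ±100 for the full control effect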
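Giardia lamblia trophozoites (100 cells/well) were incubated with compounds for 48 h at 37 deg C under anaerobic conditions. Viability was read as ATP content by one-step luminescence after 15-30 min at room temperature.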
PKM2 activator: qHTS Assay for Activators of Human Muscle isoform 2 Pyruvate Kinase. Potency, µM (highest dose often 57.5 µM), inactives show at the highest dose activation, most hits filed as activators. AID 1631, 2009. actives 0.34% (n = 260,000). Pyruvate kinase PKM (Homo sapiens), P14618. purified PKM2, Kinase-Glo ATP luminescence, activation; response scale: 0% is enzyme alone, no compound; note: potency is the fitted concentration of half-maximal effect; % is set by controls: 0 for no effect and ±100 for the full control effect; nearly all actives have a fitted effect of over 55% in size
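Purified hPK-M2 (>95%) run at intermediate activity with 0.1 mM ADP and 0.5 mM PEP in 50 mM imidazole pH 7.2, KCl, MgCl2; 1 h room temperature. ATP formed read by Kinase-Glo luminescence; normalized to uninhibited and no-enzyme controls.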
Menin-MLL TR inh: qHTS Assay for Inhibitors Targeting the Menin-MLL Interaction in MLL Related Leukemias: Competition With Texas Red Labeled MLL-derived Mutant Peptide; O00255; Menin + Texas Red MLL mutant peptide, fluorescence polarization; Potency, µM (highest dose often 61.6 µM), without a hit: at the top dose FP activity change, negative = inhibition, usual class: inhibitors; actives 0.23% (n = 270,000); active = well fitted inhibition curve with a large enough effect in the polarisation, with a control signal flat, not every such curve was filed as active; inconclusive = small, poorly fitted or top-dose-only effect, or effect the other way, or a change in a side signal; inactive = no such curve, though single readings can be large or run the other way; the % refers to the polarisation; note: potency is the fitted concentration of half-maximal effect; % of control where 0% means no effect; many of its hits are not listed in these tables
Chronic BCR inh: qHTS Assay to Find Inhibitors of Chronic Active B-Cell Receptor Signaling. actives 0.05% (n = 340,000). Potency, µM (top dose mostly 46.1 µM), without a hit: top-dose ratio change, negative = lower green/red ratio, actives largely listed as inhibitors. ABC-DLBCL IkBa-CBG/CBR reporter, luminescence ratio, 4 h; active = well fitted inhibition curve with a large enough effect in the signal ratio, with a control signal flat, not every such curve was filed as active; inconclusive = small, poorly fitted or top-dose-only effect, or effect the other way, or a change in a side signal; the % refers to the signal ratio;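 note: potency is the fitted concentration of half-maximal effect; plate controls were basal doxycycline-induced cells for no effect and cells given 10 µM MG132 for full effect; MG132 reads +100%, hits lower the ratio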
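Cell line TMD8 (human ABC DLBCL), stably expressing tet-inducible CBG68-IkBa fusion and CBR; IMDM/0.5% FBS; cpd up to 46 uM; dox induction, 4 h, 37C/5% CO2; dual luminescence; green/red ratio; MG132 control.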
a7 integrin act: qHTS for Activators of Integrin-Mediated Alleviation for Muscular Dystrophy. alpha7betagal myoblasts, beta-gal FDG fluorescence, 48 h. Potency, µM (doses to about 38.3 µM), for inactives: at the highest dose activation, most hits filed as activators. actives 0.064% (n = 350,000);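 note: potency is the fitted concentration of half-maximal effect; 100% = response of the positive control SU9516; nearly all actives have a fitted effect of over 60% in size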
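Alpha7betagal+/- myoblasts (passage 13) were plated 16-24 hr, then exposed to compounds (1:260 dilution of DMSO stock) for 48 hours at 37C. After MPER lysis, β-galactosidase reporter activity was read as FDG fluorescence (ex 480/em 540) after 30 minutes.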
* marks the source's active call; other numbers are inactive results; ? = inconclusive; . = no result given; [ ] = another dose, or the depositor's remark. Unless noted, calls come from the whole dose curve; as a rule, active = well fitted curve in the direction sought with a large enough effect; inconclusive = small, poorly fitted or top-dose-only effect, or another doubt; inactive = no such curve, though single readings can be large; an effect the other way counts as inactive or inconclusive. A portion of the library; count on the stated rates, not on these rows.

mol	Tb PFK block	TSG101-PTAP inh	B2AR arrestin	Coupling enz	GALK inhibitor	S-ASM inh	Giardia killer	PKM2 activator	Menin-MLL TR inh	Chronic BCR inh	a7 integrin act
COc1cc(/C=C/C(=O)OC(C)C(=O)c2ccccc2)cc(OC)c1OC (stereo not drawn)	2%	3%	-0.3%	.	.	-3%	-2	.	.	-10%	-31%
O=C(N/C(=C/c1cn(-c2ccccc2)nc1-c1ccccc1)C(=O)N1CCOCC1)c1ccccc1	-4%	.	0.0%	1	-2%	.	.	-5%	-12%	-8%	.
CCC(C)(C)C(=O)Nc1cccc(Cl)c1C	-4%	0%	-0.2%	0	4%	1%	-2	5%	5%	-3%	-8%
O=C(CNC(=O)c1ccco1)OCc1ccc(Cl)cc1	4%	-1%	-0.2%	10	0%	3%	-18	-11%	15%	?	10%
CCOC(=O)Cn1nc(C)c(NC(=O)COc2ccc(F)cc2F)c1C	-1%	.	-0.3%	2	-8%	.	.	.	-1%	0%	.
Cc1ccnc(NC(=O)c2ccc3c(c2)S(=O)(=O)c2ccccc2C3=O)c1	3%	-1%	0.1%	5	0%	-5%	5	0%	.	1%	-8%
Cn1cc(/C=N\O)nc2c(=O)n(-c3ccccc3)c(=O)nc1-2	-3%	-3%	0.0%	-1	4%	.	5	-3%	0%	-1%	-93%[inhibitor]
CC(NC(=O)CC1Nc2ccccc2NC1=O)c1ccccc1 (stereo not drawn)	-7%	-18%	0.2%	7	-1%	61%[activator]	8	-3%	1%	?	-20%
Cc1ccc(-c2cc(C(=O)N3CCCc4ccccc43)c3ccccc3n2)cc1	-3%	-1%	0.2%	0	-1%	-5%	8	-4%	.	7%	0%[7.66 µM]
COCCOc1cc(-n2ccnc2SC)c(Cl)cc1Cl	-5%	3%	0.0%	5	-1%	4%	7	4%	-1%	2%	-2%
CN(C)CC(C)(C)CNC(=S)Nc1cc(S(=O)(=O)N2CCOCC2)ccc1Cl	0%	-10%	-0.9%	1	-2%	0%	2	-2%	10%	-2%	9%
COc1ccc(/C=C(\C#N)C(=O)NCC(c2ccc(F)cc2)N2CCOCC2)cc1 (stereo not drawn)	9%	-3%	0.4%	-5	-2%	-4%	16	25%	.	?	-9%
CCOC(=O)c1c(S(=O)(=O)N2CCCC(C)C2)c(C)n(C)c1C (stereo not drawn)	2%	-2%	0.0%	0	-4%	3%	-10	.	-15%	2%	?
CCOc1ccc(C(=O)NC(=S)NCc2cccnc2)cc1[N+](=O)[O-]	-1%	-2%	-0.6%	3	.	-3%	-8	-4%	12%	-2%	-9%
CC(=O)n1c(=O)c2ccccc2c(=O)n1-c1ccccc1	-1%	0%	0.4%	0	-2%	1%	5	.	1%	5%	-15%
O=Cc1ccc(OCc2cccc(C(F)(F)F)c2)cc1O	-30%	-1%	0.0%	2	-3%	9%	-6	11%	17%	?	-32%
CN1CCN(CC(=O)N2c3ccccc3C(C)(c3ccc(Cl)cc3)CC2(C)C)CC1 (stereo not drawn)	2%	-1%	0.2%	0	-2%	0%	-1	-4%	-14%	?	-43%
Cc1ccc(SCCNC(=O)c2ccc(CN3CCOCC3)cc2)cc1	-4%	1%	0.0%	6	8%	3%	-17	3%	-1%	0%	0%
CCOc1ccccc1NC(=O)COC(=O)CNS(=O)(=O)c1ccc(C)cc1	7%	-2%	-0.6%	2	0%	11%	11	30%	-1%	-1%	-12%
NC1=NC(=O)/C(=C/c2ccccc2OCC(=O)Nc2ccc(F)cc2)S1	-2%	-6%	-1.6%	.	.	17%	10	.	.	5%	5%
COc1ccccc1NC(=O)c1ccc(NC(=O)CSc2ncccn2)cc1	-5%	2%	0.0%	0	-3%	-4%	3	3%	11%	?	-22%
COc1ccc2c(c1OC)C(=O)N(c1ccc(O)cc1)C2=O	1%	-1%	0.6%	0	0%	-3%	14	-10%	6%	-21%	-23%
CCc1ccccc1NC(=O)C1CCCN1S(=O)(=O)c1ccc(-c2ccc(=O)[nH]n2)s1 (stereo not drawn)	-1%	-3%	0.1%	4	0%	-5%	-1	.	?	?	-23%
C/C(=N\NC(=O)C1CC1c1ccccc1)c1cccc([N+](=O)[O-])c1 (stereo not drawn)	-3%	-2%	3.3%	7	-1%	-5%	13	0%	8%	-4%	-3%
CC(C)Nc1c([N+](=O)[O-])c(=O)oc2ccccc12	1%	-4%	0.1%	-2	6%	0%	-20	1%	-1%	-9%	13%
CC(c1ccccc1)C(Cc1nc2ccccc2[nH]1)c1nc2ccccc2[nH]1 (stereo not drawn)	-3%	.	-0.8%	-13	12%	.	.	1%	17%	-2%	.
Cc1cccnc1NC(=O)C(c1ccccc1)c1ccccc1	2%	-4%	-0.3%	-2	4%	4%	0	-11%	-10%	?	-2%
O=C1OC(c2ccccc2)=C/C1=C/N1CCOCC1	?	7%	0.0%	-1	2%	-2%	15	16µM*	4%	-1%	-25%
O=C1C2CCCN2C(=S)N1C1CCCCC1 (stereo not drawn)	0%	-1%	-0.5%	0	-4%	-5%	5	4%	5%	?	-2%
COc1ccc(NC(=O)COc2ccc(C)cc2)c([N+](=O)[O-])c1	1%	-11%	-0.1%	-1	0%	14%	-13	4%	?	16%	0%
COc1cc2[nH]c(C(=O)NCc3ccccc3)cc2c(OC)c1OC	-8%	-7%	-0.2%	0	.	-2%	-3	.	15%	?	-8%
O=C(O)CNCC1COc2ccccc2O1 (stereo not drawn)	-5%	1%	0.2%	0	3%	0%	1	-2%	1%	3%	3%
CCN(CC(=O)NCc1ccc(Cl)cc1)C(=O)CSc1ccccc1	-3%	-2%	-0.5%	.	.	5%	17	.	.	11%	-2%
O=C(CCNS(=O)(=O)c1cccs1)N1CCCCCC1	-1%	-4%	-0.3%	3	-1%	1%	20	-1%	-2%	1%	8%
CC(=O)N1CCCc2cc(S(=O)(=O)N3CCCC(C(=O)Nc4cccc(C)c4)C3)ccc21 (stereo not drawn)	5%	-1%	-0.9%	0	-2%	-1%	7	-8%	10%	7%	-51%[inhibitor]
CC(C)(C)NC(=O)Cn1c(=O)n(CC(=O)NC(C)(C)C)c2ccccc21	-4%	-1%	-0.3%	1	6%	-1%	5	-17%	-7%	6%	-2%
C=CCn1c(=S)sc2c(=O)[nH]c(C)nc21	-3%	-2%	0.4%	-10	-4%	4%	7	-5%	.	8%	25%
O=C(CSc1nc(=O)[nH]c2c1CCCC2)Nc1cc(C(F)(F)F)cc(C(F)(F)F)c1	-6%	-3%	0.1%	.	.	2%	-2	.	.	-1%	19%
CC1CC(C)CN(C(=O)COC(=O)c2ccc3ccccc3n2)C1 (stereo not drawn)	4%	-2%	-0.1%	.	.	-1%	18	.	.	8%	-5%
Cc1cc(C)n(-c2nc3ccccc3nc2Nc2ccc3c(c2)OCO3)n1	3%	-2%	-1.0%	-3	0%	0%	-1	3%	?	3%	24%
CSc1ncccc1C(=O)Nc1ccncc1	0%	-2%	0.1%	.	-3%	2%	-2	0%	.	-10%	9%
CN1CCN(c2ccc(CNC(=O)c3cc4ccccc4o3)cc2)CC1	-2%	0%	0.5%	0	7%	1%	12	-9%	.	?	-6%
COc1ccc(CCNC(=O)C2(C)CCC(=O)N2Cc2ccc(C)cc2)cc1OC (stereo not drawn)	4%	-2%	-1.1%	3	3%	2%	14	.	-15%	2%	26%
CC(C)OC(=O)CSc1nnnn1-c1ccc2c(c1)OCCO2	-10%	3%	0.3%	-2	0%	1%	4	-6%	7%	?	-10%

Assay outcomes deposited in PubChem by National Center for Advancing Translational Sciences (NCATS).
